PriA SSB inh: K. pneumoniae PriA-SSBct interaction inhibition | AID 1272365 | AlphaScreen SSBct-PriA binding, biotinylated peptide | actives 0.6% (n = 430,000) | inhibition, % at 33 µM; in the data active = inhibition mostly above about 37%, no sharp cut-off; inactive = mostly below about 20%;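 also: plate controls were negative control peptide for no effect and reference peptide for full effect; strong numbers were not always called active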
* = called active by the depositor; & = joins results of further samples.

Start of the data: the first three compounds, ahead of the listing:
SMILES	PriA SSB inh
COc1ccc(-c2ccc(=O)n(CCCNC(=O)Cc3ccc(F)cc3)n2)cc1	-21.0
O=c1cc(C(F)(F)F)[nH]c(=S)[nH]1	-11.0
CCOC(=O)C1=C(N)n2c(sc(=Cc3cccnc3)c2=O)=C(C#N)C1c1cccnc1 (stereo not given)	2.8

The whole of this part (from the top)
SMILES	PriA SSB inh
COc1ccc(-c2ccc(=O)n(CCCNC(=O)Cc3ccc(F)cc3)n2)cc1	-21.0
O=c1cc(C(F)(F)F)[nH]c(=S)[nH]1	-11.0
CCOC(=O)C1=C(N)n2c(sc(=Cc3cccnc3)c2=O)=C(C#N)C1c1cccnc1 (stereo not given)	2.8
O=C(CCc1csc(NC(=O)NC2CCCCC2)n1)NCc1ccccc1	-1.0
CC1(C)CC(=O)c2c(nc(SCC(=O)NCc3ccc4c(c3)OCO4)c(C#N)c2-c2ccccc2)C1	-2.0
O=C(NCCOc1ccccc1)N1CCO[C@H](c2cc(Cl)cc(Cl)c2)C1	-13.0
CC(=O)c1cccc(S(=O)(=O)N2CCC[C@H](Cc3nc(-c4ccccc4C)no3)C2)c1	-8.0
NC(=NOC(=O)Cc1cccs1)c1cccc([N+](=O)[O-])c1	17.8
Cn1cc(S(=O)(=O)N2CCCN(C(=O)OCc3ccccc3)CC2)cn1	-2.0
COc1cc(C=NOCC(=O)NC23CC4CC(CC(C4)C2)C3)ccc1OCc1ccccc1	2.9
CCC(O)=C1C(=O)CCCC1=NCCc1c(C)[nH]c2ccc(C)cc12	-2.6
CCOC(=O)N1CCc2c(sc(NC(=O)c3cccc(N4C(=O)CCC4=O)c3)c2C#N)C1	-1.0
Cc1cc(C(=O)NN=Cc2ccc(Br)o2)n[nH]1	-8.7
C=CCOc1ccccc1C=NO	-16.1
O=C(Cc1cccs1)Nc1c(C(=O)Nc2ccc(OC(F)(F)F)cc2)oc2ccccc12	-28.0
CC(=O)C(N=Nc1c(C)n(C)n(-c2ccccc2)c1=O)=C(C)O	-2.5
Cc1nn(C)cc1C=NNC(=O)Cn1nccc1C	-19.6
COc1ccc(CCC(=O)NCCOc2ccc3c(c2)OCO3)cc1	4.0
Cc1nc2c(c(C)nn2-c2ccccc2)c(C)c1CCC(=O)O	-6.0
CCOC(=O)CC(=O)CSc1nc2sc(C)cc2c(=O)n1C	1.0
COc1ccccc1C(CNC(=O)c1cnoc1C)OC (stereo not given)	-2.0
O=C(Nc1onc2c1CCCC2)C1CCN(S(=O)(=O)c2ccc(Cl)s2)CC1	-3.0
COc1ccc(-c2cc(N3CCN(C(=O)c4ccc(S(=O)(=O)N(C)C)cc4)CC3)ncn2)cc1	7.0
CCC(=O)Nc1ccc(SCC(=O)Nc2ccc(CC)cc2)nn1	2.0
Cc1ccc(/C=C/C(=O)O)cc1S(=O)(=O)N1CCCC1	-3.0
Cc1ccc(N(C)S(=O)(=O)c2c(-c3cccc(F)c3)csc2C(=O)NCc2cccnc2)cc1	-4.0
COC(=O)c1ccc(C(=O)N2CCC(Oc3cccnn3)CC2)cc1	-2.0
CCOc1ccccc1C(=O)Nc1ccc(-c2cn3cccnc3n2)cc1	-3.0
Cc1c(Cl)cccc1NC(=O)C(=O)NCc1ccccn1	-5.0
CC(=NNC(=O)c1cccc([N+](=O)[O-])c1)c1ccco1	-10.4
CCN(CC)c1ccc(/C=C2\SC(=O)NC2=O)cc1	1.0
Cn1c(N)c(S(=O)(=O)Nc2ccc(Cl)c(Cl)c2)c(=O)n(C)c1=O	-14.0
COc1ccc(CC(C(=O)Nc2cc(C)ccc2C)C(N)=NO)cc1 (stereo not given)	-14.1
C[C@H](NS(=O)(=O)c1[nH]ncc1C(=O)O)c1ccccc1	-11.0
CCOC(=O)NN=Cc1cccc(OC)c1	-7.3
Cc1c(NC(=NS(=O)(=O)c2ccc(F)cc2)c2ccccc2)c(=O)n(-c2ccccc2)n1C	-3.5
O=C(COc1ccccc1)N1CCC(c2nnc(C3CC3)s2)CC1	16.0
COC(=O)C(=NNc1ccccc1OC)N1CCCc2ccccc21	2.4
CC(=O)N1CCN(c2ccnc3c2c(=O)n(CC(=O)Nc2cccc(C)c2C)c(=O)n3C)CC1	-11.0
CCOc1ccc(-c2ccc(OCCNC(=O)COc3ccccc3)nn2)cc1	-2.0
O=C(O)CCCn1c(=S)[nH]c2ccc(Br)cc2c1=O	-6.0
Cc1cccc(NC(=O)NC[C@@H](c2ccco2)N(C)C)c1	-2.0
CC(C)(C)[C@H]1CCc2c(sc3nc(CCC(=O)NCc4ccccc4Cl)[nH]c(=O)c23)C1	-16.0
COc1cccc(CNC(=O)C(=O)Nc2ccc(N3CCCS3(=O)=O)cc2)c1	4.0
CC(=NN=C(C)c1cccs1)c1cccs1	-3.8
COc1ccc(OC)c2sc(NNC(=O)c3ccc(S(=O)(=O)N(C)C)cc3)nc12	42.0*
COc1cccc(-n2nnc3c(N4CCN(C(=O)[C@@H]5CCCO5)CC4)ncnc32)c1	-5.0
Cc1cc(C(=O)N2CCc3c(cnc4cc(C)nn34)C2)n(C)n1	-1.0
CCN1C(=O)C(C)(C)COc2ccc(NC(=O)COc3ccc(C)cc3)cc21	15.0
N#Cc1ccc(CN)s1	-4.0
O=C(CN1CC(c2nc(C3CC3)no2)C1)NCc1ccc(F)cc1	3.0
CCc1cccc(NC(=O)Cn2c(C)cc(C)c(S(=O)(=O)c3ccccc3)c2=O)c1	-2.0
CCOCCCNS(=O)(=O)c1cc(OC)c(C)cc1OC	5.0
O=S(=O)(c1ccccc1C(F)(F)F)N1CCN(c2ccc(-c3cccnc3)nn2)CC1	0.0
CCc1nnc2ccc(N3CCN(S(=O)(=O)c4ccc(C)cc4OC)CC3)nn12	-15.0
CCOc1ccccc1/C=C1/SC(N2CCN(c3ccc([N+](=O)[O-])cc3)CC2)=NC1=O	-7.0
O=C(NC(C(=O)N1CCCCC1)C12CC3CC(CC(C3)C1)C2)c1ccc(Cl)cc1 (stereo not given)	-13.0
O=S(=O)(NCC1(c2ccc(F)cc2)CCOCC1)c1cccs1	-12.0
CN(C)C(CNC(=O)C(=O)Nc1ccon1)c1ccc2c(c1)CCO2 (stereo not given)	0.0
Cc1nc(NC(=O)Nc2ccccc2)sc1C(=O)NCCC1=CCCCC1	-10.0
Carrying on.
SMILES	PriA SSB inh
CCOC(=O)NN=C1CC(C)S(=O)(=O)c2ccc(Cl)cc21 (stereo not given)	-11.2
COc1ccccc1CNC(=O)c1ccc(=O)n(C)n1	8.0
COc1cc(C(=O)Nc2ccc3c(c2)CN(C(=O)C(C)C)CC3)cc(OC)c1OC	5.0&6.0
CC(C)(C)C1CCc2c(sc3nc(CCC(=O)Nc4ccc(Cl)cc4)[nH]c(=O)c23)C1 (stereo not given)	-14.0
O=c1[nH]c(=S)n(Cc2ccc(F)cc2)c(O)c1C=NN1CCCCCC1	2.2
COc1ccc(CCNC(=O)c2cc(=O)c(OC)co2)cc1OC	-1.0
CSc1ccc(CCC(=O)NCc2cccnc2-c2cccs2)cc1	-1.0
CCOC(=O)c1cnn2ccc(NC(=O)c3nc4ccccc4s3)cc12	-8.0
O=C(/C=C/C1=Cc2ccccc2OC1)NC1CCCC1	-2.0
COc1cc(C(=O)NCC2CCN(C(C)C)CC2)cc(OC)c1OC	-8.0
CCOc1ccc2nc(N(Cc3cccnc3)C(=O)c3ccc(Cl)s3)sc2c1	-19.0
O=C(Nc1nc2ccc(Cl)cc2s1)c1cccc(Cl)c1	-9.0
Cc1cc(CNC(=O)C(=O)Nc2ccc3c(c2)N(C(=O)C(C)C)CCC3)c(C)o1	0.0
COC(=O)C=c1sc(=C(C#N)C(=O)NCc2ccco2)n(-c2ccc(C)cc2)c1=O	4.1
COc1ccccc1N1CCN(CCNC(=O)C2CCCCC2)CC1	1.0
Cc1ccc(F)cc1NC(=O)c1c(O)c2ccccc2n(-c2ccccc2)c1=O	-17.0
CCc1nnc(C2CCN(C(=O)c3ccc(F)cc3F)CC2)s1	8.0
CCOC(=O)CCC(=O)NCCc1csc(-n2nc(C)cc2C)n1	0.0
Cn1cnc(S(=O)(=O)NCCn2nc(-c3ccccn3)c3c2CCCC3)c1	-6.0
N#Cc1cccnc1N1CCC(CNS(=O)(=O)Cc2cccc(F)c2)CC1	-13.0

Part of the list above in order of molar mass, falling.
SMILES	PriA SSB inh
CC1(C)CC(=O)c2c(nc(SCC(=O)NCc3ccc4c(c3)OCO4)c(C#N)c2-c2ccccc2)C1	-2.0
CC(=O)N1CCN(c2ccnc3c2c(=O)n(CC(=O)Nc2cccc(C)c2C)c(=O)n3C)CC1	-11.0
CC(C)(C)[C@H]1CCc2c(sc3nc(CCC(=O)NCc4ccccc4Cl)[nH]c(=O)c23)C1	-16.0
CC(=O)c1cccc(S(=O)(=O)N2CCC[C@H](Cc3nc(-c4ccccc4C)no3)C2)c1	-8.0
CCOc1ccccc1/C=C1/SC(N2CCN(c3ccc([N+](=O)[O-])cc3)CC2)=NC1=O	-7.0
COc1ccc(OC)c2sc(NNC(=O)c3ccc(S(=O)(=O)N(C)C)cc3)nc12	42.0*
CCOC(=O)C1=C(N)n2c(sc(=Cc3cccnc3)c2=O)=C(C#N)C1c1cccnc1 (stereo not given)	2.8
O=C(Nc1onc2c1CCCC2)C1CCN(S(=O)(=O)c2ccc(Cl)s2)CC1	-3.0
CCc1cccc(NC(=O)Cn2c(C)cc(C)c(S(=O)(=O)c3ccccc3)c2=O)c1	-2.0
CCc1nnc2ccc(N3CCN(S(=O)(=O)c4ccc(C)cc4OC)CC3)nn12	-15.0
O=C(NCCOc1ccccc1)N1CCO[C@H](c2cc(Cl)cc(Cl)c2)C1	-13.0
Cn1cnc(S(=O)(=O)NCCn2nc(-c3ccccn3)c3c2CCCC3)c1	-6.0
Cc1nc(NC(=O)Nc2ccccc2)sc1C(=O)NCCC1=CCCCC1	-10.0
CCN1C(=O)C(C)(C)COc2ccc(NC(=O)COc3ccc(C)cc3)cc21	15.0
CCOC(=O)c1cnn2ccc(NC(=O)c3nc4ccccc4s3)cc12	-8.0
COc1cc(C(=O)NCC2CCN(C(C)C)CC2)cc(OC)c1OC	-8.0
CN(C)C(CNC(=O)C(=O)Nc1ccon1)c1ccc2c(c1)CCO2 (stereo not given)	0.0
COc1ccc(CCC(=O)NCCOc2ccc3c(c2)OCO3)cc1	4.0
COc1ccc(CCNC(=O)c2cc(=O)c(OC)co2)cc1OC	-1.0
O=C(Nc1nc2ccc(Cl)cc2s1)c1cccc(Cl)c1	-9.0
Cc1cc(C(=O)N2CCc3c(cnc4cc(C)nn34)C2)n(C)n1	-1.0
Cc1nc2c(c(C)nn2-c2ccccc2)c(C)c1CCC(=O)O	-6.0
NC(=NOC(=O)Cc1cccs1)c1cccc([N+](=O)[O-])c1	17.8
C[C@H](NS(=O)(=O)c1[nH]ncc1C(=O)O)c1ccccc1	-11.0
CCN(CC)c1ccc(/C=C2\SC(=O)NC2=O)cc1	1.0
COc1ccccc1CNC(=O)c1ccc(=O)n(C)n1	8.0
Cc1nn(C)cc1C=NNC(=O)Cn1nccc1C	-19.6
C=CCOc1ccccc1C=NO	-16.1

Carrying on:
SMILES	PriA SSB inh
O=C(/C=C/c1ccc([N+](=O)[O-])cc1)Nc1nnc(-c2ccco2)o1	-6.0
O=C(CS(=O)(=O)c1ccccc1)Nc1ccccc1-c1nc2ccccc2s1	-17.0
Cc1cc(C(=O)NN=Cc2c(C)[nH]c3ccccc23)n[nH]1	2.6
O=c1ccc(-c2ccc3c(c2)OCO3)n[nH]1	2.0
O=C(CN1C(=O)c2ccccc2C1=O)N1CCN(c2ncnc3c2nnn3-c2ccccc2)CC1	8.0
O=C(Cc1cccc2ccccc12)N(CC(F)(F)F)C1CCOCC1	-4.0
N#C/C(=C/c1ccc(OCc2ccccc2)cc1)c1nc(C2CC2)cs1	-39.0
COc1ccc(SCC2CCN(C(=O)C3(c4ccccc4)CCOCC3)CC2)cc1	-5.0
CC(=O)Nc1ccc2sc(C)nc2c1O	-5.0
O=C(NN=Cc1ccco1)c1ccc(NC(=O)C2CC2)cc1	-15.8
Cc1ncn(CCNC(=O)NCc2cccc3ccccc23)c(=O)c1C	16.0
CC1(C)CC(=O)CC(=NNC(=O)C2CCN(S(=O)(=O)c3cccs3)CC2)C1	-10.6
Nc1ccc(Sc2ncccc2[N+](=O)[O-])cc1	54.2
O=S(=O)(c1cccc(C(F)(F)F)c1)N1CCN(Cc2ccc3c(c2)OCO3)CC1	-6.0
CCOc1ccc2nc(NC(=O)c3cc(Cl)ccc3[N+](=O)[O-])sc2c1	-1.0
Cc1ccc(S(=O)(=O)N=C(Nc2cccc3ccccc23)c2ccc(F)cc2)cc1	-2.9
O=C(CCS(=O)(=O)c1ccccc1)NCC1CCN(C(=O)c2cccnc2)CC1	-4.0
CCC(=NN1CCCCCC1)c1c(O)n(-c2ccc(C)cc2)c(=O)[nH]c1=O	-14.8
COc1cc(OC)cc(C2=NN(C(=O)c3cccs3)[C@H](c3ccccc3Cl)C2)c1	10.0
COc1ccc(SCC2CCN(C(=O)c3ccsc3)CC2)cc1	12.0

A different layout for part of the listing above:
SMILES | PriA SSB inh
COC(=O)C(=NNc1ccccc1OC)N1CCCc2ccccc21 | 2.4
Cc1ccc(/C=C/C(=O)O)cc1S(=O)(=O)N1CCCC1 | -3.0

The listing continues.
SMILES	PriA SSB inh
COc1ccc(OC)c(-c2ccc(=O)n(CC(=O)Nc3ccccc3F)n2)c1	-1.0
Cc1cc(Cl)ccc1NC(=O)CCc1c(C)[nH]c(=O)[nH]c1=O	-4.0
Nc1c(O)ccc2cccnc12	29.7
O=C(Cc1cc(=O)[nH][nH]1)NN=Cc1cccc2ccccc12	5.6
COc1ccc(-c2cc3c4nnc(SCC(=O)Nc5ccc(OC)c(Cl)c5)n4ccn3n2)cc1	-9.0
N#Cc1cccnc1OC1CCN(C(=O)c2ccc(Cl)s2)CC1	2.0
CC(=NNS(=O)(=O)c1ccccc1)c1ccc(Cl)cc1	-10.1
O=C(NCCC1=CCCCC1)c1cn(C[C@H](O)c2ccccc2F)nn1	-8.0

Assay outcomes (PubChem)

Not all compounds are listed, so the mix of outcomes need not match the whole.
